TAAR1 antagonist: antagonists of human TAAR1; Q96RJ0; CHO RD-HGA16 TAAR1, Fluo-8 calcium fluorescence, antagonist; inhibition, % at 3 µM; 360,000 compounds, 1.5% hits; AID 624466;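 active = inhibition above a per-plate cutoff, the mean inhibition of test compounds on that plate plus 3 SD, cut at about 49% in these data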;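 also: 0% = DMSO plus EC80 beta-PEA response and 100% = DMSO alone without agonist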
Target sequence (Q96RJ0 whole entry, looked up): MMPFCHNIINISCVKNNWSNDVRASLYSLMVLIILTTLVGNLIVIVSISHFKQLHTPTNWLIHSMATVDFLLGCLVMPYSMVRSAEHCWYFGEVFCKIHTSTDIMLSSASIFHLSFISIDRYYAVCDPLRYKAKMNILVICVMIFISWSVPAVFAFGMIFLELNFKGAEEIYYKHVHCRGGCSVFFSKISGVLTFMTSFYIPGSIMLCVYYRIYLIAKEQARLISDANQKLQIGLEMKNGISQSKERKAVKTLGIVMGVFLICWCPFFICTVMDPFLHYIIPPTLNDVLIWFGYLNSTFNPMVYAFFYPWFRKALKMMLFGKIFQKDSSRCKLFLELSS
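Material: RD-HGA16 CHO cells with stable hTAAR1 and Gα16; Dosing: single nominal final test compound concentration of 3 µM; Schedule: seeding 17-24 h prior, 75-min 37 °C, 30-min RT dye loading; Detection: kinetic Fluo-8 calcium fluorescence measurement; Measure: % inhibition from peak post-agonist over basal fluorescence ratio; Benchmarks: vehicle and agonist controls.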
CHRM1 antagonist: human CHRM1 antagonism; CHO-K1 hM1, Fluo-8 calcium fluorescence, ACh EC80 antagonist; 360,000 compounds, 1.3% hits; inhibition, % at 3 µM; P11229;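 active = percent inhibition above its own plate's cutoff, namely the mean of that plate's compound wells plus 3 SD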;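 also: peak over basal fluorescence ratio during 140 s after agonist addition; 0% = ACh EC80 plus DMSO and 100% = DMSO alone without agonist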
Target sequence (P11229 whole entry, looked up): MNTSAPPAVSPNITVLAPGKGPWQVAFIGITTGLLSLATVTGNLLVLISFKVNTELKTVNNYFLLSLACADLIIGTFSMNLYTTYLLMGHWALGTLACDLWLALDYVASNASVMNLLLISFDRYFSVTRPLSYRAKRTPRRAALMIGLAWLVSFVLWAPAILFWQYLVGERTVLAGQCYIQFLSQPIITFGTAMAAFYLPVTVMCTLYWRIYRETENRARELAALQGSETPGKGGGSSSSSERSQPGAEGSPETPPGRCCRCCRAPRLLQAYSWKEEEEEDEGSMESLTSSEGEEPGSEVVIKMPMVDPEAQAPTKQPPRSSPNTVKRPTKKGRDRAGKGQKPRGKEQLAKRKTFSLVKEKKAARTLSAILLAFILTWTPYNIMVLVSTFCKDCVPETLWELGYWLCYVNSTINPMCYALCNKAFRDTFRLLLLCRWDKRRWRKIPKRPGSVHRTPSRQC
M1 ag parental: counter-screen for M1 agonists: effect in parental CHO-K1 cells; Fluo-8 calcium fluorescence; scaled to maximal ATP response, vehicle zero; activation, % at 3 µM; 360,000 compounds, 0.48% hits; in the data active = activation above about 15%;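 also: untransfected CHO-K1 host cells lacking M1 receptor as counterscreen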
CHRM1 agonist: activates human CHRM1 receptor; activation, % at 3 µM; CHO-K1 hM1, Fluo-8 calcium fluorescence, agonist mode; 0% DMSO, 100% acetylcholine EC100; 360,000 compounds, 0.33% hits; P11229;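 active = activation above the run's mean compound activation plus 3 SD, cut at about 16% in these data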;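 also: peak over basal fluorescence ratio within a 140 s kinetic read after compound addition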
M1 PAM: potentiates human M1 receptor response to acetylcholine; CHO-K1 hM1, Fluo-8 calcium fluorescence, ACh EC20; 0% = ACh EC20, 100% = maximal ACh; AID 588819; P11229; activation, % at 3 µM; 360,000 compounds, 0.088% hits; in the data active = activation above about 19%, passing the limit was not always enough
CHO-K1 Ca antag: counter-screen for M1 antagonists: effect in parental CHO-K1 cells | ATP-induced calcium, Fluo-8 fluorescence | inhibition, % at 3 µM | 360,000 compounds, 0.6% hits | AID 602250;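 active = inhibition above a per-plate cutoff, the plate's mean sample inhibition plus 3 SD, cut at about 24% in these data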;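 also: 0% = DMSO plus EC80 ATP and 100% = DMSO alone without ATP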
TAAR1 agonist: agonists of human TAAR1 | activation, % at 3 µM | Q96RJ0 | 360,000 compounds, 0.99% hits | CHO RD-HGA16 TAAR1, Fluo-8 calcium fluorescence; vehicle wells 0%, saturating PEA agonist 100%;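 active = activation above the mean activation of all test compounds in the run plus 3 SD, cut at about 38% in these data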
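Benchmarks: low control DMSO, high control PEA (EC100); System: CHO RD-HGA16 cells carrying human TAAR1 plus Gα16; Detection: Fluo-8 fluorescence, 5 s baseline then 140 s kinetic read; Schedule: 17-24 h plating, Fluo-8 75 min 37 °C, 30 min RT; Read-out basis: % activation from peak over basal fluorescence ratio, DMSO-to-PEA scaled.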
CHO parental Ca: counter-screen: ATP calcium response change in parental CHO cells. parental CHO-K1, ATP-induced calcium, Fluo-8 fluorescence. 330,000 compounds, 0.63% hits. AID 463079. inhibition, % at 5.6 µM;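 active = inhibition above that plate's mean sample inhibition plus 3 SD, cut at about 26% in these data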;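 also: 0% = ATP-challenged DMSO wells and 100% = DMSO wells without ATP; some compounds past the cut are filed as inactive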
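test system = CHO parental line | reagent = ATP stimulus | measured by = intracellular calcium via Fluo-8 no-wash fluorescent dye | control set = ATP and no-ATP DMSO wells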
M1 PAM parental: counter-screen for M1 PAMs: effect in parental CHO-K1 cells. ATP EC20, Fluo-8 calcium fluorescence; 0% at ATP EC20, 100% at ATP max. activation, % at 3 µM. 360,000 compounds, 0.02% hits;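 active = activation above the run cutoff, the mean activation of all test compounds plus 3 SD, cut at about 40% in these data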;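 also: peak over basal fluorescence ratio in a 140 s read after ATP addition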
* marks the source's active call; other numbers are inactive results; . = not tested or not shown.

SMILES | TAAR1 antagonist | CHRM1 antagonist | M1 ag parental | CHRM1 agonist | M1 PAM | CHO-K1 Ca antag | TAAR1 agonist | CHO parental Ca | M1 PAM parental
COc1ccc(NC(=O)CSc2nnc(NC(=O)C3CCC3)s2)c(OC)c1 | -23.2 | -12.3 | 2.0 | -1.9 | 9.1 | -7.1 | -2.5 | -10.2 | 16.7
CCOc1cc(C(=O)NC(C)COC)cc(OCC)c1OCC (stereo not given) | 25.4 | -12.2 | 0.1 | -4.9 | 9.2 | -10.9 | -1.3 | -7.3 | 19.1
CC(C)(C)SC(=O)CC1NS(=O)(=O)OC2CCCCC12 (stereo not given) | -3.5 | -6.7 | -0.8 | -4.5 | 4.6 | 19.7 | -2.5 | -16.1 | -17.6
Cc1ccc(C)c(OCCC(=O)NNC(=O)c2ccccc2F)c1 | -18.3 | -6.0 | 0.3 | -1.9 | -1.8 | 7.7 | 2.5 | -4.3 | -15.9
COc1cccc(CNc2nnnn2C)c1 | 1.2 | 0.4 | -0.6 | -4.0 | 7.9 | 10.9 | 2.7 | -11.1 | -22.1
COC(=O)c1ccc(C(=O)OC)c(NC(=O)N2c3ccccc3Sc3ccccc32)c1 | 10.2 | -11.4 | 0.5 | -4.3 | 1.5 | -5.6 | 0.9 | -15.8 | 2.4
CCOCC(O)CNc1ccccc1 (stereo not given) | -15.4 | -0.1 | 0.1 | -6.1 | 0.2 | -0.3 | 4.2 | -0.2 | 2.8
C=CCNC(=O)N1CCC(n2nccc2NC(=O)CCCc2ccccc2)CC1 | -3.9 | -13.5 | 0.3 | -1.2 | 14.1 | -0.8 | 0.4 | 9.4 | 11.6
O=C(CCCCn1c(=O)[nH]c2ccccc2c1=O)N1CCN(c2ncccn2)CC1 | 15.1 | -3.2 | 0.8 | 0.1 | 1.2 | -9.3 | 3.1 | -11.6 | 14.3
C=CCN1C(=O)N/C(=C/c2ccc(C)o2)C1=O | 0.9 | -4.0 | 1.2 | -6.8 | 3.9 | -8.1 | 1.5 | 9.8 | 3.9
CS(=O)(=O)c1cnc(-c2ccccc2)nc1Oc1ccc(Cl)cc1 | -13.6 | -10.1 | 0.1 | -2.4 | 5.4 | -5.8 | -0.3 | 0.6 | 16.8
CC(C)(C)c1ccc(OCCCN2CCCC2)cc1 | -23.3 | -16.6 | 1.9 | -7.6 | 4.5 | -3.1 | 4.7 | 1.4 | 16.9
C[C@H](CO)N1C[C@H](C)[C@H](CN(C)S(C)(=O)=O)OCc2cnnn2CCCC1=O | -8.0 | -12.5 | 0.0 | 4.2 | 10.0 | -9.9 | 1.8 | . | -6.7
O=C([C@H](Cc1ccccc1)NS(=O)(=O)c1ccc(Cl)cc1)N1CC[C@@]2(O)CCCC[C@H]2C1 | 56.3* | 12.4 | 6.2 | 1.1 | 1.9 | 11.3 | 26.1 | -22.7 | 15.3
CN(Cc1cn(-c2ccccc2)nc1-c1ccc(Cl)cc1)C(=O)CCC(=O)O | -4.3 | -7.8 | 1.0 | -6.9 | 6.9 | -17.9 | 11.9 | -4.3 | 31.4
COc1ccc(C2OCC3(CO2)SC(=O)NC3=O)cc1OC (stereo not given) | 9.1 | -10.1 | 0.4 | -5.4 | 8.7 | -5.0 | 2.9 | -9.1 | 11.2
Cc1cn([C@H]2C[C@H](O)[C@@H](/C=C/C(=O)NCCc3ccc(S(N)(=O)=O)cc3)O2)c(=O)[nH]c1=O | -5.5 | -13.0 | 0.6 | 3.1 | 19.5 | 10.2 | 4.0 | . | 14.5
CCC1S/C(=C(\C#N)C(=O)NCc2ccco2)N(c2ccc(Br)cc2)C1=O (stereo not given) | 5.5 | -2.6 | 0.4 | -3.1 | 3.2 | -3.3 | 7.2 | -8.0 | 11.2
c1ccc2sc(NC3=NCN(CC4CCCO4)CN3)nc2c1 (stereo not given) | -26.6 | 7.2 | 9.0 | -6.7 | -3.3 | -9.0 | 0.7 | -22.2 | -0.3
CCc1cc2c(-c3ccccc3)cc(=O)oc2c(CN2CCOCC2)c1O | 24.0 | -3.8 | 0.2 | -4.6 | 4.7 | -5.8 | 12.4 | -5.8 | 7.6

Some of these compounds in order of their number in TAAR1 agonist, rising.
Molecule	TAAR1 agonist
c1ccc2sc(NC3=NCN(CC4CCCO4)CN3)nc2c1 (stereo not given)	0.7
COc1ccc(C2OCC3(CO2)SC(=O)NC3=O)cc1OC (stereo not given)	2.9
Cc1cn([C@H]2C[C@H](O)[C@@H](/C=C/C(=O)NCCc3ccc(S(N)(=O)=O)cc3)O2)c(=O)[nH]c1=O	4.0
CC(C)(C)c1ccc(OCCCN2CCCC2)cc1	4.7
CN(Cc1cn(-c2ccccc2)nc1-c1ccc(Cl)cc1)C(=O)CCC(=O)O	11.9

(cont.)
SMILES | TAAR1 antagonist | CHRM1 antagonist | M1 ag parental | CHRM1 agonist | M1 PAM | CHO-K1 Ca antag | TAAR1 agonist | CHO parental Ca | M1 PAM parental
O=S(OCCN1CCOCC1)C(c1ccccc1)c1ccccc1 (stereo not given) | 3.9 | -14.6 | 0.4 | -2.2 | 6.3 | -14.8 | 1.4 | . | 14.8
CCOc1ccc2nc(NC(=S)NCc3ccccc3)sc2c1 | -1.3 | -8.4 | 0.3 | -4.8 | 2.2 | -14.2 | 1.2 | -12.7 | 2.5
CCOc1ccc(CNC(=O)C2CCCN(S(=O)(=O)N3CC(C)CC(C)C3)C2)cc1OC (stereo not given) | -9.8 | -15.2 | 2.4 | -4.5 | 8.3 | -16.0 | 1.5 | -30.6 | 5.3
CCc1nnc(NS(=O)(=O)c2ccc(NC(=S)NC(=O)/C=C/c3ccc(OC)cc3)cc2)s1 | 19.7 | -1.4 | 0.0 | -3.7 | -1.7 | 12.5 | 4.2 | 1.6 | -8.7
c1ccc(-n2nnnc2SCc2cn3cccnc3n2)cc1 | -1.7 | -11.4 | 0.9 | -3.9 | 4.4 | -25.8 | 6.8 | -5.9 | 7.5
COc1ccc(CCNC(=O)CSc2nc3[nH]ncc3c(=O)n2-c2ccc(C)c(Cl)c2)cc1OC | -5.1 | 1.6 | -0.3 | -4.5 | 1.6 | -12.5 | 1.3 | . | 7.1
CC1(Oc2cccnc2Cl)CCN(Cc2ccc(OC(F)(F)F)cc2)C1 (stereo not given) | 4.8 | 2.8 | -0.5 | -9.5 | -9.8 | -0.7 | -2.1 | . | -4.1
Cc1noc(C)c1-c1ccc(C(=O)NCc2ccccc2)c2occc12 | -0.6 | 0.4 | -0.6 | -1.6 | -1.6 | 3.6 | -2.3 | . | 4.0
COc1ccc(C(=O)CCN2CCCCCC2)cc1 | 7.2 | -3.4 | 1.6 | -5.0 | 6.9 | -11.5 | 12.4 | -5.7 | 22.4
CC(=O)c1ccc(NC(=O)/C(=C\c2ccc(F)cc2)NC(=O)c2ccco2)cc1 | -0.4 | 15.4 | 0.2 | -3.2 | -10.4 | 9.7 | -2.5 | -13.9 | 7.5

Two successive entries from above, quoted:
SMILES | TAAR1 antagonist | CHRM1 antagonist | M1 ag parental | CHRM1 agonist | M1 PAM | CHO-K1 Ca antag | TAAR1 agonist | CHO parental Ca | M1 PAM parental
CCOCC(O)CNc1ccccc1 (stereo not given) | -15.4 | -0.1 | 0.1 | -6.1 | 0.2 | -0.3 | 4.2 | -0.2 | 2.8
C=CCNC(=O)N1CCC(n2nccc2NC(=O)CCCc2ccccc2)CC1 | -3.9 | -13.5 | 0.3 | -1.2 | 14.1 | -0.8 | 0.4 | 9.4 | 11.6

(cont.)
SMILES | TAAR1 antagonist | CHRM1 antagonist | M1 ag parental | CHRM1 agonist | M1 PAM | CHO-K1 Ca antag | TAAR1 agonist | CHO parental Ca | M1 PAM parental
N#C/C=C1\Sc2ccccc2C(=O)N1CC(=O)N1CCN(S(=O)(=O)c2ccccc2)CC1 | 10.6 | -4.6 | 1.1 | -2.1 | 7.4 | -7.6 | 11.5 | -8.8 | 14.7
CCCCNC(=O)CCn1nc(-c2ccccc2)c2ccccc2c1=O | . | -15.8 | -0.2 | 0.2 | 12.4 | -9.2 | . | -17.1 | 10.6
COCCNc1nc(N)c([N+](=O)[O-])c(Nc2ccc(F)cc2)n1 | 1.5 | -17.6 | 1.6 | -0.6 | 11.2 | -8.5 | -0.3 | . | -7.5
Cc1ccc(NC(=O)CC2S/C(=N/N=C/c3ccco3)NC2=O)cc1Cl (stereo not given) | -8.3 | 0.1 | 1.3 | -9.5 | 9.9 | -10.0 | 9.8 | -2.0 | 32.1
CSc1ccc(/C=C/C(=O)NC23CC4CC(CC(C4)C2)C3)cc1 | -26.6 | -10.7 | 0.3 | -9.8 | 1.0 | -6.0 | -1.6 | -32.0 | 0.9
Cc1ccc(S(=O)(=O)N2CC=C(C(=O)NCCC(C)C)CC2)cc1 | -21.0 | -3.4 | 0.1 | -3.8 | 2.0 | -10.4 | -0.8 | -19.4 | -5.7
Cc1cc(Br)ccc1NC(=O)CSCc1c(C)noc1C | 10.4 | 4.8 | 3.2 | -3.8 | -5.6 | 7.1 | 3.1 | -13.7 | -20.0
O=C(Cc1cccc(NC(=O)C2CCCN(C(=O)CCc3ccccc3)C2)c1)Nc1ccc(C(=O)N2CCCCC2)cc1 (stereo not given) | 6.2 | -14.8 | 0.1 | -5.3 | 6.9 | -25.8 | -0.8 | . | 15.9
COC(=O)c1ccc(Cn2cnc3c(cnn3-c3ccc(Cl)cc3)c2=O)o1 | 6.5 | -6.7 | 2.3 | -8.1 | 7.1 | -3.5 | -0.9 | -16.2 | 16.4
CN(C(=O)COc1ccc(-c2nnco2)cc1)C1CCS(=O)(=O)C1 (stereo not given) | -1.8 | -2.8 | 0.3 | 2.8 | 15.4 | 8.4 | 2.4 | -8.3 | -20.6
O=C1NC(=O)/C(=C/c2ccco2)N1 | -5.7 | 8.2 | -0.6 | -3.8 | -2.9 | -5.9 | 3.9 | -4.9 | -14.2
O=C(COc1ccc(Cl)cc1)N1CCN(c2cccc(C(F)(F)F)c2)CC1 | 0.7 | 6.4 | 0.9 | -2.5 | -5.4 | 15.6 | 2.7 | -12.3 | -12.1
Fc1ccc(/C=C/c2nnc(-c3cccs3)o2)cc1 | 21.4 | -3.2 | 1.5 | -10.1 | -5.8 | 0.0 | 2.8 | -10.4 | 3.0
CC(=O)Nc1ccc(S(=O)(=O)N2CCC(C(=O)N[C@@H](C)C(=O)NC3CCCC3)CC2)cc1 | -3.8 | 1.9 | 0.1 | -1.5 | 1.4 | -4.8 | 0.7 | -10.3 | 1.9
CC1(C(=O)NS(=O)(=O)c2ccccc2Cl)CCN1C(=O)Cc1cccs1 (stereo not given) | -1.3 | -8.3 | 0.1 | -1.8 | 4.3 | -5.5 | 1.2 | . | 11.2
O=c1[nH]c(SCc2nc3ccccc3n2Cc2ccccc2)nc2ccccc12 | -23.4 | -6.0 | -0.2 | -2.3 | 4.1 | -11.0 | 2.6 | -43.7 | 3.4
Cc1ccc2nc(-c3cccc(Br)c3)c(Cc3ccccn3)n2c1 | 2.5 | -23.4 | 1.8 | -5.7 | -0.4 | -19.8 | -0.9 | . | 6.7
CCN(C(=O)COC(=O)CSc1ccc([N+](=O)[O-])cc1)C1CCS(=O)(=O)C1 (stereo not given) | -1.4 | -0.4 | 0.3 | -0.1 | -0.6 | -0.3 | 0.3 | -5.4 | -11.1
